# Source: PubChem
# GASC1 inh: blocks human GASC-1 (KDM4C) demethylase activity; inhibition, % at 12.5 µM; GST-KDM4C 2-372, H3K9me3 peptide, LANCE TR-FRET; 0.15% of 96,000 active; Q9H3R0;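 active means mean replicate inhibition above about 25%, with at least 55% of replicates also reaching it, limit read from the data, passing the limit was not always enough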
# Target sequence (Q9H3R0 2-372 limits assumed): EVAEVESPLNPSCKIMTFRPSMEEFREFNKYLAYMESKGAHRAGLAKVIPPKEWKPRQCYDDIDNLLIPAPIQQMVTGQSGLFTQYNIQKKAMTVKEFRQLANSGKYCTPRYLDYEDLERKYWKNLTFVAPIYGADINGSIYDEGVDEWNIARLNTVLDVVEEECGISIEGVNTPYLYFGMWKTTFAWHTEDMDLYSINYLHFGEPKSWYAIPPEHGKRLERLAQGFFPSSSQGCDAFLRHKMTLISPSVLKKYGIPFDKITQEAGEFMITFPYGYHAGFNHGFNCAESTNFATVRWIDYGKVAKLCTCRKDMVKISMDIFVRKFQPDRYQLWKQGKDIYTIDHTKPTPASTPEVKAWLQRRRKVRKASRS
#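 Test system: N-terminal GST-fused human GASC-1 (KDM4C) fragment, residues 2-372; quantity: GASC-1 enzyme at 10 nM final in reaction; dosing: single dose; schedule: 30 min demethylation and 1 h detection at room temperature; signal: LANCE TR-FRET, excitation 340 nm, emissions 618 and 671 nm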
# Tcruzi prolif: inhibitors of T. cruzi proliferation; AID 624255; inhibition, % at 8.34 µM; T. cruzi beta-gal in NIH3T3, GalScreen luminescence, 90 h; 5.9% of 77,000 active;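 active means mean inhibition above about 93%, with at least 55% of replicates each passing it, limit read from the data, passing the limit was not always enough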
# Pf Dd2 growth: blocks growth of Plasmodium falciparum Dd2 parasites; activity change, % at 10 µM; 2.3% of 94,000 active; AID 1159554; P. falciparum Dd2 growth, SYBR Green, 72 h; stronger effect = lower value; in the data active means activity change below about -80%
# C diff growth: C. difficile growth inhibition | Clostridium difficile clinical isolate growth, OD600, 24 h; stronger effect = lower value | growth activity, negative = inhibition, % at 16 µg/mL (by protocol) | 0.25% of 86,000 active;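 active means mean growth activity at or below -80% and every replicate also at or below -80%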;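 further: 0% = DMSO wells and -100% = levofloxacin 16 µg/mL wells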
# * marks the source's active call; other numbers are inactive results; · = not tested or not shown; & = joins results of further samples.
# Key to letters – A = GASC1 inh; B = Tcruzi prolif; C = Pf Dd2 growth; D = C diff growth
[1] O=C(C[C@H]1C[C@@H]2c3cc(NS(=O)(=O)c4ccc(F)cc4)ccc3O[C@@H]2[C@H](CO)O1)NCc1cccnc1
  A: -0.7	B: 11.6	C: 23.3	D: -6.5
[2] COc1ccc2c3c(n(C)c2c1)[C@H](CO)N(C(=O)C1CC1)CC31CN(Cc2cccc(F)c2)C1
  A: 0.8	B: ·	C: -39.0	D: -9.9
[3] O=S(=O)(c1ccccc1)N1CCCCN2[C@H](CO)[C@H](c3ccc(C#CC4CCCC4)cc3)[C@@H]2C1
  A: 0.7	B: 72.8	C: -6.6	D: -0.5
[4] C[C@@H]1CN([C@@H](C)CO)C(=O)c2cc(NC(=O)CCN3CCOCC3)ccc2O[C@@H]1CN(C)Cc1ccc(Oc2ccccc2)cc1
  A: -0.2	B: 41.2	C: -27.1	D: -9.2
[5] O=C(C[C@@H]1C[C@H]2c3cc(NC(=O)C4CCOCC4)ccc3O[C@H]2[C@@H](CO)O1)NCc1cccc(F)c1
  A: -0.6	B: 36.8	C: -11.3	D: -0.9
[6] COc1ccc(CN(C)C[C@H]2Oc3ccc(NC(=O)Nc4ccc(OC)cc4)cc3C(=O)N([C@@H](C)CO)C[C@H]2C)cc1
  A: -0.7	B: 15.8	C: 25.4	D: 11.0
[7] CCCNC(=O)[C@H]1[C@H](CO)[C@H]2Cn3c(ccc(C4=CCCC4)c3=O)[C@H]2N1CCC
  A: 5.6	B: 31.4	C: 5.4	D: 0.8
[8] C[C@@H]1CN([C@H](C)CO)C(=O)CCCn2nncc2CO[C@@H]1CN(C)Cc1ccc(C(=O)Nc2ccccc2N)cc1
  A: -1.0	B: 102.8*	C: -12.7	D: -4.3
[9] O=C(C[C@H]1C=C[C@H](NC(=O)CCN2CCCCC2)[C@H](CO)O1)Nc1ccc(-c2ccccc2)cc1
  A: 0.5	B: -133.3	C: 11.4	D: ·
[10] COc1ccc2c3c([nH]c2c1)[C@H](CO)N(C(=O)Nc1ccc(F)cc1)CC31CCN(CC2CCOCC2)CC1
  A: -1.3	B: ·	C: -81.3*	D: 6.6
[11] COc1ccc(-c2cnc3c(c2)C(=O)N([C@H](C)CO)C[C@@H](C)[C@@H](CN(C)C(=O)Nc2c(C)noc2C)O3)cc1
  A: 0.2	B: ·	C: -4.5	D: -0.9
[12] CCCNC(=O)Nc1ccc2c(c1)OC[C@@H](C)N(Cc1ccc(-c3ccccn3)cc1)C[C@@H](C)[C@@H](OC)CN(C)C2=O
  A: 1.8	B: ·	C: -43.7	D: ·
[13] C[C@H]1CN([C@@H](C)CO)S(=O)(=O)c2ccc(-c3ccncc3)cc2O[C@@H]1CN(C)C(=O)Nc1ccc(F)cc1
  A: 24.8	B: 104.6*	C: -13.4	D: 8.0
[14] CO[C@@H]1CN(C)C(=O)c2ccc(NC(=O)c3ccc(F)cc3)cc2OC[C@H](C)N(C(C)=O)C[C@@H]1C
  A: -0.7	B: -25.2	C: -20.6	D: ·
[15] COCC(=O)Nc1ccc2c(c1)[C@H]1C[C@H](CC(=O)N3CCCCC3)O[C@@H](CO)[C@H]1O2
  A: 3.4	B: 10.7	C: 6.2	D: -0.1

# Later entries:
# Key to letters – A = GASC1 inh; B = Tcruzi prolif; C = Pf Dd2 growth; D = C diff growth
[16] CC(C)NC(=O)Nc1ccc2c(c1)C(=O)N([C@H](C)CO)C[C@H](C)[C@@H](CN(C)C(=O)Nc1ccc3c(c1)OCO3)OCCCC[C@@H](C)O2
  A: 0.3	B: 7.3	C: -5.9	D: 4.5
[17] O=C([C@H]1[C@H](CO)[C@H]2Cn3c(cccc3=O)[C@@H]1N2Cc1cccc(Cl)c1)N1CCCCC1
  A: 1.1	B: 29.1	C: 4.6	D: 5.3
[18] C[C@@H]1CN([C@@H](C)CO)C(=O)c2cccc(NS(=O)(=O)c3ccc(Cl)cc3)c2O[C@@H]1CN(C)Cc1ccc(Cl)c(Cl)c1
  A: 1.1	B: 57.6	C: -5.3	D: 31.0
[19] C[C@H](CO)N1C[C@H](C)[C@@H](CN(C)C(=O)Nc2ccc(C(F)(F)F)cc2)OCCCC[C@H](C)Oc2ccc(NC(=O)CCC(F)(F)F)cc2C1=O
  A: -1.0	B: 100.9*	C: -52.2	D: -0.3
[20] C[C@@H]1CN([C@@H](C)CO)C(=O)CCCn2nncc2CO[C@H]1CN(C)S(=O)(=O)c1cccc(F)c1
  A: -0.4	B: -63.9&-7.1	C: -7.0&-17.0	D: 6.3&-0.2
[21] CNC[C@H]1Oc2ccc(NC(=O)Nc3cccc4ccccc34)cc2CC(=O)N([C@H](C)CO)C[C@H]1C
  A: -1.6	B: -32.5	C: -4.7	D: -1.1
[22] CCC(=O)N1C[C@H]2[C@@H](c3ccccc31)[C@@H](CO)N2C(=O)Nc1ccccc1
  A: 1.6	B: -72.0	C: -19.6	D: -4.9
[23] C[C@@H]1CN([C@@H](C)CO)C(=O)c2cc(C#CCN(C)C)cnc2O[C@H]1CN(C)S(=O)(=O)c1cn(C)cn1
  A: 6.2	B: -8.1	C: 44.6	D: 5.2
[24] C[C@H]1CN([C@@H](C)CO)C(=O)c2cc(C#Cc3ccccc3F)cnc2O[C@H]1CN(C)S(C)(=O)=O
  A: 1.1	B: 49.5	C: 0.3	D: ·
[25] CCCNC(=O)N1CC2(C1)CN(C(=O)COC)[C@H](CO)c1[nH]c3cc(OC)ccc3c12
  A: 0.1	B: ·	C: 41.5	D: 2.7
[26] CCCNC(=O)N1CC(=O)N2[C@H](C1)[C@@H](c1ccc(C#CCC3CCCC3)cc1)[C@@H]2CO
  A: -1.5	B: ·	C: -24.7	D: 12.7
[27] C[C@@H]1CN([C@@H](C)CO)C(=O)c2cc(Br)cnc2O[C@H]1CN(C)C(=O)c1ccccc1F
  A: 0.5	B: 22.0&3.1	C: 42.1&-3.3	D: -0.1&2.7
[28] CCCC#Cc1ccc([C@@H]2[C@@H](CO)N3C(=O)CN(C(=O)c4ccccc4)C[C@@H]23)cc1
  A: -0.5	B: ·	C: -59.8	D: 8.6
[29] C[C@@H]1CCCCO[C@@H](CN(C)Cc2ccc(C(F)(F)F)cc2)[C@@H](C)CN([C@@H](C)CO)C(=O)c2cc(NS(=O)(=O)c3cccs3)ccc2O1
  A: -1.9	B: 93.3	C: -31.8	D: 0.3
[30] CCCNC(=O)N[C@H]1CC[C@H](CC(=O)NCCc2ccccc2)O[C@H]1CO
  A: -1.6	B: -5.7	C: 22.4	D: ·

# 4 compounds already listed, ordered by count of non-hydrogen atoms, rising.
# Key to letters – A = GASC1 inh; B = Tcruzi prolif; C = Pf Dd2 growth; D = C diff growth
[27] C[C@@H]1CN([C@@H](C)CO)C(=O)c2cc(Br)cnc2O[C@H]1CN(C)C(=O)c1ccccc1F
  A: 0.5	B: 22.0&3.1	C: 42.1&-3.3	D: -0.1&2.7
[20] C[C@@H]1CN([C@@H](C)CO)C(=O)CCCn2nncc2CO[C@H]1CN(C)S(=O)(=O)c1cccc(F)c1
  A: -0.4	B: -63.9&-7.1	C: -7.0&-17.0	D: 6.3&-0.2
[18] C[C@@H]1CN([C@@H](C)CO)C(=O)c2cccc(NS(=O)(=O)c3ccc(Cl)cc3)c2O[C@@H]1CN(C)Cc1ccc(Cl)c(Cl)c1
  A: 1.1	B: 57.6	C: -5.3	D: 31.0
[29] C[C@@H]1CCCCO[C@@H](CN(C)Cc2ccc(C(F)(F)F)cc2)[C@@H](C)CN([C@@H](C)CO)C(=O)c2cc(NS(=O)(=O)c3cccs3)ccc2O1
  A: -1.9	B: 93.3	C: -31.8	D: 0.3

# Later entries:
# Key to letters – A = GASC1 inh; B = Tcruzi prolif; C = Pf Dd2 growth; D = C diff growth
[31] C[C@@H]1CN([C@@H](C)CO)S(=O)(=O)c2ccc(C3=CCCCC3)cc2O[C@@H]1CN(C)C(=O)CC1CC1
  A: 0.1	B: 44.1	C: 10.4	D: -2.9
[32] O=C(c1cccnc1)N1CCCCN2[C@H](CO)[C@H](c3ccc(C#Cc4cccnc4)cc3)[C@H]2C1
  A: -0.6	B: 41.4	C: 0.1	D: -2.8
[33] C[C@@H]1CN([C@@H](C)CO)C(=O)Cc2cc(NC(=O)Nc3ccc(F)cc3)ccc2O[C@@H]1CN(C)C(=O)Nc1ccc2c(c1)OCO2
  A: -0.4	B: -6.2	C: -30.5	D: -7.7
[34] O=C(C[C@H]1CC[C@@H]2[C@H](COC[C@@H](O)CN2C(=O)c2cnccn2)O1)N1CCN(c2ccccc2)CC1
  A: 3.2	B: 11.5	C: 20.8	D: 11.3&0.9
[35] C/C=C/c1ccc([C@H]2[C@@H](CO)N(C(C)=O)[C@H]2CN(CCOC)C(C)=O)cc1
  A: 1.8	B: ·	C: -9.5	D: -4.6
[36] CO[C@H]1CN(C)C(=O)c2cc(NC(=O)Nc3cccc(F)c3)ccc2OC[C@H](C)NC[C@@H]1C
  A: -0.5&-0.9	B: -14.7	C: -4.1	D: ·
[37] CS(=O)(=O)Nc1ccc2c(c1)[C@H]1C[C@@H](CC(=O)NCCc3ccccc3)O[C@@H](CO)[C@H]1O2
  A: 0.4	B: 0.7	C: 2.1	D: 2.4
[38] CNC[C@H]1Oc2ccc(NC(=O)CCC(F)(F)F)cc2C(=O)N([C@@H](C)CO)C[C@@H]1C
  A: -0.6	B: -18.6	C: 22.1	D: -3.3
[39] Cc1noc(C)c1NC(=O)N(C)C[C@@H]1OCCCC[C@H](C)Oc2ccc(NS(=O)(=O)c3cn(C)cn3)cc2C(=O)N([C@@H](C)CO)C[C@@H]1C
  A: -5.2	B: -26.8	C: 61.0	D: 2.6
[40] COc1ccccc1C#Cc1ccc2c(c1)O[C@@H](CN(C)C)[C@H](C)CN([C@@H](C)CO)S2(=O)=O
  A: 0.2	B: ·	C: -63.9	D: 5.6
[41] C[C@@H]1CN([C@H](C)CO)C(=O)c2cc(NS(=O)(=O)c3cn(C)cn3)ccc2O[C@H]1CN(C)Cc1ccccc1
  A: -1.2	B: -20.6	C: 29.4	D: 0.7
[42] C[C@H]1CN([C@@H](C)CO)C(=O)Cc2cc(NC(=O)CCCCCC(=O)Nc3ccccc3N)ccc2O[C@H]1CN(C)Cc1ccccc1
  A: 5.4	B: 42.9	C: -71.5	D: 0.1
[43] CCCC(=O)Nc1ccc2c(c1)C(=O)N(C)C[C@@H](OC)[C@@H](C)CN(CCC(F)(F)F)[C@@H](C)CO2
  A: 2.8	B: -7.4	C: 23.1	D: -10.9
[44] C[C@H](CO)N1C[C@H](C)[C@H](CN(C)Cc2ccc3c(c2)OCO3)Oc2c(NS(=O)(=O)c3ccc(F)cc3)cccc2C1=O
  A: 0.7	B: 47.1	C: -26.9	D: 6.3
[45] O=C(C1CCOCC1)N1[C@@H](CO)[C@@H](c2ccccc2)C12CN(Cc1cccnc1)C2
  A: -0.1	B: ·	C: 11.2	D: 3.0

# (cont.)
# Key to letters – A = GASC1 inh; B = Tcruzi prolif; C = Pf Dd2 growth; D = C diff growth
[46] COc1cccc(S(=O)(=O)N(C)C[C@@H]2Oc3ncc(C#CCC(C)C)cc3C(=O)N([C@@H](C)CO)C[C@@H]2C)c1
  A: 1.2	B: 82.2	C: -27.1	D: -2.9
[47] C[C@@H]1CCCCO[C@H](CN(C)S(C)(=O)=O)[C@H](C)CN([C@@H](C)CO)C(=O)c2cc(NS(=O)(=O)c3ccc(Cl)cc3)ccc2O1
  A: 0.4	B: 60.3	C: -23.3	D: -4.3
[48] Cc1noc(C)c1S(=O)(=O)Nc1ccc2c(c1)C(=O)N([C@H](C)CO)C[C@H](C)[C@@H](CN(C)S(=O)(=O)c1c(C)noc1C)OCCCC[C@H](C)O2
  A: -0.2	B: -15.3	C: -5.3	D: -1.5
[49] Cc1ccc(S(=O)(=O)N(C)C[C@H]2OCCCC[C@@H](C)Oc3ccc(NC(=O)Nc4ccc(F)cc4)cc3C(=O)N([C@H](C)CO)C[C@H]2C)cc1
  A: -1.0	B: ·	C: -79.8	D: ·
[50] CCC(=O)Nc1ccc2c(c1)OC[C@@H](C)N(CC1CCOCC1)C[C@H](C)[C@H](OC)CN(C)C2=O
  A: -0.7	B: -5.7	C: 17.1	D: ·
[51] N#C[C@H]1[C@H](c2ccc(C#Cc3ccccc3F)cc2)[C@@H](CO)N1C(=O)C1CCCCC1
  A: -0.5	B: 87.3	C: -51.4	D: -5.7
[52] CN1C(=O)c2cc(NC(=O)C3CCOCC3)ccc2OC[C@H]2O[C@H](CC(=O)NCC3CCCCC3)CC[C@@H]21
  A: 0.9	B: -20.2	C: ·	D: -7.1

# Two entries from above in another layout:
cpd	mol	GASC1 inh	Tcruzi prolif	Pf Dd2 growth	C diff growth
49	Cc1ccc(S(=O)(=O)N(C)C[C@H]2OCCCC[C@@H](C)Oc3ccc(NC(=O)Nc4ccc(F)cc4)cc3C(=O)N([C@H](C)CO)C[C@H]2C)cc1	-1.0	·	-79.8	·
46	COc1cccc(S(=O)(=O)N(C)C[C@@H]2Oc3ncc(C#CCC(C)C)cc3C(=O)N([C@@H](C)CO)C[C@@H]2C)c1	1.2	82.2	-27.1	-2.9

# Outcome played no part in choosing rows; overall some 6.8% were active at least once.
